GSTO1 counter – counter-screen for RBBP9 inhibitors: inhibitors of human GSTO1; P78417; recombinant GSTO1, activity-based probe fluorescence polarization; inhibition, % at 5.96 µM; 300,000 tested, 1.1% active; AID 1974;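 active = inhibition above the campaign mean inhibition plus 3 SD, cut at about 35% in these data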;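 note: 0% = GSTO1-1 with DMSO and 100% = wells lacking GSTO1-1 enzyme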
Target sequence (P78417 whole entry, looked up): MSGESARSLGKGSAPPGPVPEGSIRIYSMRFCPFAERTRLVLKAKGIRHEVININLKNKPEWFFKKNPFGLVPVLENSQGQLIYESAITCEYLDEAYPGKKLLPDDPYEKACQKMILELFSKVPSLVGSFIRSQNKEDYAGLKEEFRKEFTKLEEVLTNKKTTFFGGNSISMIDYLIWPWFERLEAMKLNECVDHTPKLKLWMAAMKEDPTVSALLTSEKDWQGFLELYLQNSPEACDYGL
PAFAH1B2 inh – inhibitors of human PAFAH1B2. recombinant PAFAH1B2, FP-rhodamine activity probe, fluorescence polarization. inhibition, % at 3.39 µM. 340,000 tested, 1.2% active;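 active = inhibition above the mean of all tested compounds plus 3 SD, cut at about 24% in these data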;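 note: 0% = enzyme with DMSO and 100% = wells lacking PAFAH1B2; many of its hits are not listed in these tables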
LYPLA2 counter – LYPLA2 (human) inhibition in PME1 counter-screen | O95372 | inhibition, % at 5.9 µM | 320,000 tested, 0.38% active | recombinant LYPLA2, FP-Rh probe fluorescence polarization;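 active = inhibition above the screen-wide mean plus 3 SD, limit set per campaign, cut at about 26% in these data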;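 note: 0% = LYPLA2 with DMSO and 100% = wells lacking LYPLA2 enzyme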
pPAFAH FP inh – pPAFAH (human) enzyme inhibition; recombinant pPAFAH, FP-rhodamine probe fluorescence polarization; inhibition, % at 3.39 µM; 330,000 tested, 1.5% active; AID 463082;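 active = inhibition above the mean inhibition across the screen plus 3 SD, cut at about 25% in these data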;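 note: inhibitors block binding of the rhodamine activity-based probe so polarization drops; 0% = enzyme with DMSO and 100% = wells lacking pPAFAH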
Target sequence (Q13093 whole entry, looked up): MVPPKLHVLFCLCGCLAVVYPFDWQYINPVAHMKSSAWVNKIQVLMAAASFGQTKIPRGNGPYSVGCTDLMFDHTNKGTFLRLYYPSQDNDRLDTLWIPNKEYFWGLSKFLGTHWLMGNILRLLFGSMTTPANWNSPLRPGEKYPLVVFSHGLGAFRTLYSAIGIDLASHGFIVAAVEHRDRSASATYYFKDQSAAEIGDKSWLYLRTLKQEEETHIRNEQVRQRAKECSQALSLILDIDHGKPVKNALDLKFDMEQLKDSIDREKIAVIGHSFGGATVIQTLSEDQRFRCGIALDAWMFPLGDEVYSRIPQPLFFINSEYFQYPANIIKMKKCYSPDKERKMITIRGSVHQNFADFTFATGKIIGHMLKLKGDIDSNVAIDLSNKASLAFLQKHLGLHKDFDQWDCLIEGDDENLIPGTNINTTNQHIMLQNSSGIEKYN
PAFAH1B3 FP inh – blocks human PAF acetylhydrolase 1B catalytic subunit 3; AID 492972; recombinant PAFAH1B3, FP-rhodamine probe, fluorescence polarization; 340,000 tested, 0.28% active; inhibition, % at 3.39 µM;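 active = inhibition above the screen-wide average of all tested compounds plus 3 SD, cut at about 25% in these data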;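 note: 0% = enzyme with DMSO only and 100% = wells lacking PAFAH1B3 protein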
PME-1 inh – PME-1 (human) inhibition; inhibition, % at 5.9 µM; recombinant PME-1, FP-Rh probe fluorescence polarization; 320,000 tested, 0.53% active; AID 2130; Q9Y570;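 active = inhibition above the campaign mean of all compounds plus 3 SD, cut at about 26% in these data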;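 note: competitive labeling of PME-1 active site by serine hydrolase directed probe; 0% = PME-1 with DMSO and 100% = wells lacking PME-1 enzyme; inhibitors block probe labeling so polarization falls and inhibition rises; many of its hits are not listed in these tables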
PREPL inh – human PREPL enzyme inhibition; inhibition, % at 5.96 µM; AID 2751; 320,000 tested, 0.68% active; recombinant PREPL, fluorescence polarization activity-based probe; in the data active = inhibition above about 43%;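 note: 0% = enzyme with DMSO and 100% = wells lacking enzyme; many of its hits are not listed in these tables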
PAD4 inh – PAD4 (human) enzyme inhibition; Q9UM07; 330,000 tested, 0.41% active; AID 485272; inhibition, % at 6.36 µM; recombinant PAD4, RCA probe fluorescence polarization;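 active = percent inhibition above a cutoff equal to the mean of all tested compounds plus 3 SD, cut at about 15% in these data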;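 note: 0% = PAD4 with RCA probe and DMSO and 100% = probe without PAD4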
LYPLA1 counter – blocks human lysophospholipase 1, a PME1 counter-screen; recombinant LYPLA1, FP-Rh probe fluorescence polarization; O75608; 320,000 tested, 0.16% active; inhibition, % at 5.9 µM;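 active = inhibition above the mean of all tested compounds plus 3 SD, set per campaign, cut at about 14% in these data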;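 note: inhibitors block serine hydrolase probe labeling of LYPLA1 so polarization falls; 0% = enzyme with DMSO and 100% = wells lacking LYPLA1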
Target sequence (O75608 whole entry, looked up): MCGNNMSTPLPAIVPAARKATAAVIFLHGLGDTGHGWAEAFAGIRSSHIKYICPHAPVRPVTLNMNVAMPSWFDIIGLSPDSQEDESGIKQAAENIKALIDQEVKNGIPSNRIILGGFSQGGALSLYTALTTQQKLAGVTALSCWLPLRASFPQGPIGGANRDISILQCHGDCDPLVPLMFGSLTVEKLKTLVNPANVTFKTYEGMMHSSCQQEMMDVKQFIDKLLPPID
The depositor's hits bear a star. An excerpt; count on the stated rates, not on these rows.

Start of the data: the first 2 compounds as a preview:
What do the screens show for `Cc1ccc(C)c(C(=O)NC2CC(C)(C)NC(C)(C)C2)c1`?
GSTO1 counter: 3; PAFAH1B2 inh: 4; LYPLA2 counter: -2; pPAFAH FP inh: 0; PAFAH1B3 FP inh: -2; PME-1 inh: -3; PREPL inh: 6; PAD4 inh: 2; LYPLA1 counter: 0

What do the screens show for `CC(Cc1ccco1)NC(=O)c1ccc(C(F)(F)F)cc1` (configuration not stated)?
GSTO1 counter: 0; PAFAH1B2 inh: -3; LYPLA2 counter: -5; pPAFAH FP inh: 6; PAFAH1B3 FP inh: 8; PME-1 inh: -4; PREPL inh: -2; PAD4 inh: -3; LYPLA1 counter: 1

The listing, from the start:
What do the screens show for `Cc1ccc(C)c(C(=O)NC2CC(C)(C)NC(C)(C)C2)c1`?
GSTO1 counter: 3; PAFAH1B2 inh: 4; LYPLA2 counter: -2; pPAFAH FP inh: 0; PAFAH1B3 FP inh: -2; PME-1 inh: -3; PREPL inh: 6; PAD4 inh: 2; LYPLA1 counter: 0

What do the screens show for `CC(Cc1ccco1)NC(=O)c1ccc(C(F)(F)F)cc1` (configuration not stated)?
GSTO1 counter: 0; PAFAH1B2 inh: -3; LYPLA2 counter: -5; pPAFAH FP inh: 6; PAFAH1B3 FP inh: 8; PME-1 inh: -4; PREPL inh: -2; PAD4 inh: -3; LYPLA1 counter: 1

How did CCC(=O)Nc1ccc2c(c1)nc(CCN1CCC(C)CC1)n2C do in these assays?
GSTO1 counter: -3; PAFAH1B2 inh: 2; LYPLA2 counter: -6; pPAFAH FP inh: 2; PAFAH1B3 FP inh: 11; PME-1 inh: -5; PREPL inh: 1; PAD4 inh: -2; LYPLA1 counter: -6

How did CC1=C(C)CC(C(=O)c2ccc(C)cc2)C(C(=O)O)C1 (configuration not stated) do in these assays?
GSTO1 counter: 2; PAFAH1B2 inh: 3; LYPLA2 counter: 5; pPAFAH FP inh: 6; PAFAH1B3 FP inh: -7; PME-1 inh: 1; PREPL inh: 3; PAD4 inh: 1; LYPLA1 counter: 0

How did CCOc1ccc(NC(=O)CCNS(=O)(=O)c2cccc3nonc23)cc1 do in these assays?
GSTO1 counter: 8; PAFAH1B2 inh: -1; LYPLA2 counter: -3; pPAFAH FP inh: 4; PAFAH1B3 FP inh: 4; PME-1 inh: -2; PREPL inh: 3; PAD4 inh: 4; LYPLA1 counter: -3

What do the screens show for `CCN(CC)c1ccc(/C=N/NC(=S)NC)c(O)c1`?
GSTO1 counter: -1; PAFAH1B2 inh: 3; LYPLA2 counter: -7; pPAFAH FP inh: 3; PAFAH1B3 FP inh: 5; PME-1 inh: -4; PREPL inh: 1; PAD4 inh: -4; LYPLA1 counter: -6

How did C=CCN1C(=O)/C(=C/c2ccccc2)S/C1=N/c1nccs1 do in these assays?
GSTO1 counter: -2; PAFAH1B2 inh: -1; LYPLA2 counter: -1; pPAFAH FP inh: -9; PAFAH1B3 FP inh: 7; PME-1 inh: -5; PREPL inh: 5; PAD4 inh: 9; LYPLA1 counter: 0

What do the screens show for `COc1ccc(Cl)cc1NC(=O)C(OC)c1ccccc1` (configuration not stated)?
GSTO1 counter: -5; PAFAH1B2 inh: 1; LYPLA2 counter: -5; pPAFAH FP inh: 3; PAFAH1B3 FP inh: 6; PME-1 inh: 0; PREPL inh: 8; PAD4 inh: -7; LYPLA1 counter: 0

How did C=CCN(c1ccccc1C(=O)O)S(=O)(=O)/C=C/c1ccccc1 do in these assays?
GSTO1 counter: 4; PAFAH1B2 inh: 0; LYPLA2 counter: -4; pPAFAH FP inh: 1; PAFAH1B3 FP inh: 6; PME-1 inh: 4; PREPL inh: 8; PAD4 inh: -2; LYPLA1 counter: -3

How did Cc1ccc2nc(SCC(=O)N(C)C3CCS(=O)(=O)C3)[nH]c2c1 (configuration not stated) do in these assays?
PAFAH1B2 inh: -3; LYPLA2 counter: 1; pPAFAH FP inh: 5; PAFAH1B3 FP inh: 2; PME-1 inh: 4; PREPL inh: 2; PAD4 inh: 1; LYPLA1 counter: -1

What do the screens show for `NC(=O)C(c1ncc(C(F)(F)F)cc1Cl)c1c(Cl)cccc1Cl` (configuration not stated)?
GSTO1 counter: 1; PAFAH1B2 inh: -1; LYPLA2 counter: 1; pPAFAH FP inh: 2; PAFAH1B3 FP inh: -1; PME-1 inh: -5; PREPL inh: 1; PAD4 inh: -4; LYPLA1 counter: 1

How did COc1cccc(Oc2c(C)oc3c(CN4CCCC4)c(O)ccc3c2=O)c1 do in these assays?
GSTO1 counter: -5; PAFAH1B2 inh: 1; LYPLA2 counter: 0; pPAFAH FP inh: -4; PAFAH1B3 FP inh: 5; PME-1 inh: -3; PREPL inh: -3; PAD4 inh: 2; LYPLA1 counter: 5

What do the screens show for `CSCCC(NC(=O)/C(=C\c1ccc(Cl)cc1)NC(=O)c1ccccc1)C(=O)O` (configuration not stated)?
GSTO1 counter: -4; PAFAH1B2 inh: 3; LYPLA2 counter: 4; pPAFAH FP inh: 6; PAFAH1B3 FP inh: 9; PME-1 inh: 0; PREPL inh: 12; PAD4 inh: -8; LYPLA1 counter: 3

What do the screens show for `CCOC(=O)c1cnc2ccccc2c1Nc1ccc2c(c1)OCCO2`?
GSTO1 counter: 1; PAFAH1B2 inh: -1; LYPLA2 counter: 3; pPAFAH FP inh: 9; PAFAH1B3 FP inh: 5; PME-1 inh: -5; PREPL inh: 7; PAD4 inh: -2; LYPLA1 counter: 1

How did CCn1c(=O)c([N+](=O)[O-])c(NCc2ccco2)c2ccccc21 do in these assays?
GSTO1 counter: 2; LYPLA2 counter: 0; pPAFAH FP inh: 3; PME-1 inh: 0; PREPL inh: 1; PAD4 inh: 3; LYPLA1 counter: 0

How did O=C(CSc1nnnn1C1CCCCC1)Nc1ccccc1F do in these assays?
GSTO1 counter: 6; PAFAH1B2 inh: 1; LYPLA2 counter: -7; pPAFAH FP inh: -4; PAFAH1B3 FP inh: 5; PME-1 inh: -5; PREPL inh: 6; PAD4 inh: -3; LYPLA1 counter: -4

How did CC1Cc2nc(SCC(=O)NCC3CCCO3)n(Cc3ccccc3)c(=O)c2S1 (configuration not stated) do in these assays?
GSTO1 counter: -3; PAFAH1B2 inh: -2; LYPLA2 counter: 0; pPAFAH FP inh: -2; PAFAH1B3 FP inh: 5; PME-1 inh: -3; PREPL inh: 14; PAD4 inh: -3; LYPLA1 counter: -1

Results for COc1cccc(C(=O)NCCS(=O)(=O)N2CCC3(CC2)OCCO3)c1 ?
GSTO1 counter: 13; PAFAH1B2 inh: 5; LYPLA2 counter: 2; pPAFAH FP inh: 2; PAFAH1B3 FP inh: 3; PME-1 inh: 1; PREPL inh: -5; PAD4 inh: -1; LYPLA1 counter: 2

What do the screens show for `CCOC(=O)c1cnn(-c2ccc(C(C)C)cc2)c1NC(=O)C1CCC1`?
GSTO1 counter: 3; PAFAH1B2 inh: 5; LYPLA2 counter: 7; pPAFAH FP inh: 1; PAFAH1B3 FP inh: 0; PME-1 inh: -5; PREPL inh: -2; PAD4 inh: 1; LYPLA1 counter: 1

Results for COc1ccccc1NC(=O)CCn1c(=S)oc2ccccc21 ?
GSTO1 counter: 3; PAFAH1B2 inh: 4; LYPLA2 counter: 11; pPAFAH FP inh: 9; PAFAH1B3 FP inh: -2; PME-1 inh: 1; PREPL inh: 2; PAD4 inh: 0; LYPLA1 counter: 1

What do the screens show for `CCN(CC)CCn1c(NCc2nc3ccccc3n2Cc2ccccc2)nc2ccccc21`?
GSTO1 counter: -2; PAFAH1B2 inh: 8; LYPLA2 counter: 3; pPAFAH FP inh: 4; PAFAH1B3 FP inh: 1; PME-1 inh: 2; PREPL inh: 18; PAD4 inh: -5; LYPLA1 counter: 0

How did CCN(CC)c1ccc(C(=O)NNC(=O)CN2C(=O)NC3(CCCCC3)C2=O)cc1 do in these assays?
GSTO1 counter: 2; PAFAH1B2 inh: 1; LYPLA2 counter: 2; pPAFAH FP inh: -1; PAFAH1B3 FP inh: 4; PME-1 inh: 1; PREPL inh: 10; PAD4 inh: -1; LYPLA1 counter: -3

What do the screens show for `Cc1nn(CCOc2ccccc2)c(=O)n1-c1ccc(Cl)cc1`?
GSTO1 counter: 2; PAFAH1B2 inh: 5; LYPLA2 counter: 10; pPAFAH FP inh: 11; PAFAH1B3 FP inh: -3; PME-1 inh: -4; PREPL inh: -1; PAD4 inh: 0; LYPLA1 counter: 6

What do the screens show for `COc1ccccc1CCC(=O)OCC(=O)Nc1cccc(S(=O)(=O)N2CCCCC2)c1`?
GSTO1 counter: -12; PAFAH1B2 inh: 1; LYPLA2 counter: -23; pPAFAH FP inh: 17; PAFAH1B3 FP inh: -2; PME-1 inh: 3; PREPL inh: 11; PAD4 inh: -7; LYPLA1 counter: -7

What do the screens show for `CN(C)S(=O)(=O)c1ccc(C(=O)NCCOc2ccccc2)cc1`?
GSTO1 counter: 6; PAFAH1B2 inh: 0; LYPLA2 counter: 1; pPAFAH FP inh: 7; PAFAH1B3 FP inh: -2; PME-1 inh: 0; PREPL inh: -7; PAD4 inh: -1; LYPLA1 counter: 0

How did COc1ccc(NC(=O)NNC(=O)c2cc(C3CC3)nc3ccccc23)c(OC)c1 do in these assays?
GSTO1 counter: -2; PAFAH1B2 inh: 4; LYPLA2 counter: 1; pPAFAH FP inh: 4; PAFAH1B3 FP inh: 3; PME-1 inh: 3; PREPL inh: -3; PAD4 inh: 2; LYPLA1 counter: -1

What do the screens show for `Cc1ccc(NC(=O)C(CC(C)C)NC(=O)C2CCC(C)CC2)nc1` (configuration not stated)?
GSTO1 counter: 2; PAFAH1B2 inh: 6; LYPLA2 counter: 9; pPAFAH FP inh: 1; PAFAH1B3 FP inh: 0; PME-1 inh: 1; PREPL inh: -4; PAD4 inh: -4; LYPLA1 counter: 3

Results for Cc1ccc(C2N(c3ccc(Cl)c(Cl)c3)C(=O)C3CCCN32)o1 (configuration not stated) ?
GSTO1 counter: -4; PAFAH1B2 inh: 2; LYPLA2 counter: 3; pPAFAH FP inh: 8; PAFAH1B3 FP inh: 8; PME-1 inh: -6; PREPL inh: -9; PAD4 inh: 2; LYPLA1 counter: 1

How did Cc1ccc(S(=O)(=O)N2CCN(C(=O)NCc3ccc(F)cc3)CC2)c(C)c1 do in these assays?
GSTO1 counter: 12; PAFAH1B2 inh: 5; LYPLA2 counter: 1; pPAFAH FP inh: 2; PAFAH1B3 FP inh: 7; PME-1 inh: 2; PREPL inh: -16; PAD4 inh: -2; LYPLA1 counter: 0

What do the screens show for `COc1ccc(C(=O)N/N=C\C(C)=C\c2ccccc2)cc1OC`?
GSTO1 counter: -10; PAFAH1B2 inh: -2; LYPLA2 counter: 0; pPAFAH FP inh: 0; PAFAH1B3 FP inh: 5; PME-1 inh: -1; PREPL inh: 0; PAD4 inh: 3; LYPLA1 counter: 1

2 compounds picked at random from those above, as already listed:
How did C=CCN1C(=O)/C(=C/c2ccccc2)S/C1=N/c1nccs1 do in these assays?
GSTO1 counter: -2; PAFAH1B2 inh: -1; LYPLA2 counter: -1; pPAFAH FP inh: -9; PAFAH1B3 FP inh: 7; PME-1 inh: -5; PREPL inh: 5; PAD4 inh: 9; LYPLA1 counter: 0

What do the screens show for `CSCCC(NC(=O)/C(=C\c1ccc(Cl)cc1)NC(=O)c1ccccc1)C(=O)O` (configuration not stated)?
GSTO1 counter: -4; PAFAH1B2 inh: 3; LYPLA2 counter: 4; pPAFAH FP inh: 6; PAFAH1B3 FP inh: 9; PME-1 inh: 0; PREPL inh: 12; PAD4 inh: -8; LYPLA1 counter: 3

Source: PubChem BioAssay
